Screens (PubChem)
TbPYK inhibitor – T. brucei pyruvate kinase inhibition; Q57TT1; TbPYK enzyme, Kinase-Glo Plus ATP luminescence, 45 min; Potency, µM (doses to about 76.8 µM), for inactives: at the top dose activity, negative = inhibition, usual class: inhibitors; hit rate 0.12% among 410,000; note: potency is the fitted concentration of half-maximal effect; nearly all actives have a fitted effect of over 50% in size
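Activity of T. brucei pyruvate kinase was followed by Kinase-Glo Plus luminescence after the enzyme reacted 45 min at room temperature with 130 uM ADP (final) and substrate. Test compounds were added before ADP at multiple concentrations.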
AMA1-RON2 inh – AMA1-RON2 (P. falciparum) interaction inhibition; AID 720542; Potency, µM (top dose mostly 58.2 µM), without a hit: top-dose activity change, negative = inhibition, hits mostly inhibitors; AlphaScreen AMA1-biotinylated RON2 peptide binding; hit rate 0.2% among 360,000;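 note: potency is the fitted concentration of half-maximal effect; 0% = vehicle wells and -100% = peptide control; nearly all actives have a fitted effect of over 45% in size; some results filed as inactive show a strong effect at the top dose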
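AMA1 (3D7) with his tag at 25 nM final met compounds first, then biotinylated RON2 peptide at 25 nM; detection used donor plus acceptor beads, 10 µg/mL apiece, read by AlphaScreen after 30 min at room temperature.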
AmpC inh no detg – inhibitors of E. coli AmpC beta-lactamase without detergent; P00811; AmpC nitrocefin hydrolysis, absorbance 480 nm, 0.0001% Triton; Potency, µM (series often up to 57.1 µM), for the others: at the top dose activity change, negative = inhibition, usual class: inhibitors; hit rate 0.52% among 330,000; AID 485341;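 note: potency is the fitted concentration of half-maximal effect; plate controls were no compound for no effect and no enzyme for full effect; nearly all actives have a fitted effect of over 20% in size; some results filed as inactive show a strong effect at the top dose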
Target sequence (P00811 whole entry, looked up): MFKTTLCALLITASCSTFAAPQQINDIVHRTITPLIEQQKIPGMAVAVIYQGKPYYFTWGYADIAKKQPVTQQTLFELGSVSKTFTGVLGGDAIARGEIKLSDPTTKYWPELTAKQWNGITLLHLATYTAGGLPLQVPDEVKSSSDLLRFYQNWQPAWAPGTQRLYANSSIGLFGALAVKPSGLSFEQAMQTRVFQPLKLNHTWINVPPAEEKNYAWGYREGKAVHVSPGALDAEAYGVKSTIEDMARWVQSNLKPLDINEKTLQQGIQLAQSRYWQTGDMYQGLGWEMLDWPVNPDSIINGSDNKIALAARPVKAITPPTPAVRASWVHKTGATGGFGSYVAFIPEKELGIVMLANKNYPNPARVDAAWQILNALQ
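AmpC (5.3 nM in the dispensed reagent) in 20 mM phosphate pH 7.0 with 0.01% (detergent screen) or 0.0001% Triton X-100 was preincubated with compounds for 15 min at room temperature. Nitrocefin was then added from an 800 uM solution, and hydrolysis was followed at 480 nm.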
HCMV antiviral – inhibitors of human cytomegalovirus | hit rate 4.5% among 410,000 | HFF cells, HCMV-luciferase reporter, 72 h; hits give low values | activity change, negative = inhibition, % at 57.5 µM | AID 1259415; in the data active = activity change below about -60%; inconclusive = no clear call, values can overlap the other calls; inactive = above about -39%
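Compounds were evaluated in HFFs infected with an HCMV luciferase reporter virus (MOI 1 PFU/cell). Luciferase in lysates collected 72 h post infection served as the replication measure.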
Sm TGR inh – blocks Schistosoma mansoni thioredoxin glutathione reductase. Potency, µM (top dose mostly 114 µM), for the others: top-dose activity change, negative = inhibition, actives largely listed as inhibitors. Q962Y6. purified TGR, DTNB reduction, TNB absorbance 405 nm. hit rate 3% among 360,000; note: potency is the fitted concentration of half-maximal effect; nearly all actives have a fitted effect of over 60% in size
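TGR 20 nM + NADPH 100 uM (dispensed conc.), cpd preinc 15 min RT; start with NADPH (500 uM addition) then DTNB (15 mM addition). Kinetic TNB absorbance, 405 nm filter. Four-parameter Hill fit across titration.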
AmpC detergent – AmpC beta-lactamase inhibition with detergent present | P00811 | AmpC hydrolysis of nitrocefin, absorbance 480 nm, 0.01% Triton | Potency, µM (highest dose often 114 µM), for inactives: top-dose activity change, negative = inhibition, most hits filed as inhibitors | hit rate 0.041% among 370,000 | AID 485294;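 note: potency is the fitted concentration of half-maximal effect; 0% = no-compound wells and -100% = no-enzyme wells; nearly all actives have a fitted effect of over 25% in size; some results filed as inactive show a strong effect at the top dose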
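20 mM phosphate pH 7.0 + 0.01% (detergent screen) or 0.0001% Triton X-100; 5.3 nM AmpC reagent; cpd preinc 15 min RT; nitrocefin (800 uM stock) to start; A480 q20 s × 4 min; Activity was normalised to no-enzyme and no-compound control wells.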
LmPK inhibitor – LmPK (Leishmania mexicana) enzyme inhibition; Q27686; hit rate 0.37% among 290,000; purified LmPK, Kinase-Glo ATP luminescence, 1 h; AID 1721; Potency, µM (series often up to 57.5 µM), without a hit: at the top dose activity change, negative = inhibition, most hits filed as inhibitors; note: potency is the fitted concentration of half-maximal effect
Target sequence (Q27686 whole entry, looked up): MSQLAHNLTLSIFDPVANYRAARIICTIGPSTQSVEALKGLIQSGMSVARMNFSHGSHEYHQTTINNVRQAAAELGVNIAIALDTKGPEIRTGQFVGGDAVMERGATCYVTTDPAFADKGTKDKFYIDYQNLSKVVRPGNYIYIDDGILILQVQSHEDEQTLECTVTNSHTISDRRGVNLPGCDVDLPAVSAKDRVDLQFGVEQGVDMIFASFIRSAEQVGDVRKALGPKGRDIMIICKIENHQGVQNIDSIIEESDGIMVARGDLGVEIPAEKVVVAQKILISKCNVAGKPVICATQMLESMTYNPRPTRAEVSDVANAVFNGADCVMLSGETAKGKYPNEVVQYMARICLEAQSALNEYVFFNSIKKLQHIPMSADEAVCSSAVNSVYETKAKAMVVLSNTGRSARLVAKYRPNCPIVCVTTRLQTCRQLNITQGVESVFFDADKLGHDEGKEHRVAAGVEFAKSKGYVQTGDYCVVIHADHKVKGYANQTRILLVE
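Purified LmPK (0.1 nM) converted ADP (0.1 mM) to ATP with PEP (0.5 mM) in imidazole buffer pH 7.2 with KCl and MgCl2, 1 h at room temperature. ATP was read by Kinase-Glo luminescence; data normalized to uninhibited and no-enzyme controls.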
Numbers without * were called inactive; ? = inconclusive; nt = not tested or not shown; [ ] = dose if it differs, or a comment. Unless noted, calls come from the whole dose curve; as a rule, active = well fitted curve in the direction sought with a large enough effect; inconclusive = small, poorly fitted or top-dose-only effect, or another doubt; inactive = no such curve, though single readings can be large; an effect the other way counts as inactive or inconclusive. Unless noted, % is set by controls: 0 for no effect and ±100 for the full control effect.

SMILES | TbPYK inhibitor | AMA1-RON2 inh | AmpC inh no detg | HCMV antiviral | Sm TGR inh | AmpC detergent | LmPK inhibitor
CCCC(=O)NC(=S)Nc1ccc(Cl)cn1 | -12% | 58%[activator] | -13% | -69* | 35% | 0% | -4%
COc1ccc(NC(=O)CNC(=O)Cn2cnc3sc(C)c(C)c3c2=O)cc1OC | -2% | -11% | -2% | ? | -8% | -8% | -14%
COc1ccccc1NS(=O)(=O)c1cc(NC(=O)c2ccc(NC(C)=O)cc2)ccc1N1CCOCC1 | ? | -2%[11.6 µM] | nt | -8 | nt | nt | nt
Cc1cccc(C(=O)NC(=S)NCc2ccccc2)c1 | -2% | -4% | nt | ? | nt | nt | nt
CCC(=O)NC(=S)Nc1ccc(S(=O)(=O)NC(C)=O)cc1 | 9% | -1% | -23% | 7 | 26% | -13% | 0%
CCOC(=O)c1cc2n(n1)C(C(F)(F)F)CC(C)N2 (stereo not given) | -1% | -3% | -9% | -24 | 8% | -15% | -1%
CCOC(=O)c1cccc(NC(=O)N2CCC(CN3CCCCCC3)CC2)c1 | 3% | nt | nt | 22 | -29% | 13% | nt
CC(C)NC(=O)CSc1nc(Cc2ccccc2)nc2ccccc12 | -8% | -19% | 31% | -12 | 5% | -15% | 0%
O=C(COC(=O)c1n[nH]c2ccccc12)NCCc1ccccc1 | 1% | -6% | -17% | 53 | nt | nt | nt
Cc1c(C(=O)NCc2ccccn2)oc2ccc(S(=O)(=O)N3CCC4(CC3)OCCO4)cc12 | -9% | 67%[activator] | 117%[activator] | 17 | -5% | 6% | -4%
O=C1NCCCCC1NS(=O)(=O)c1ccc(F)c(F)c1 (stereo not given) | -17% | 12% | -38% | 32 | -2% | 5% | -5%
Cc1cccc(C(=O)N2CCc3ccccc3C2)c1[N+](=O)[O-] | 0% | -12% | 10% | -18 | -9%[57.1 µM] | -6% | -1%
Cc1ccc(CCN2CC(C(=O)NCCCN(C)Cc3ccccc3)CC2=O)cc1 (stereo not given) | -5% | 3% | 64%[activator] | -2 | -4% | -6% | 6%
CC1(C)CC(=O)C2=C(C1)NC(=O)CC2c1ccccc1F (stereo not given) | 3% | -6% | -7% | -5 | 14% | ? | 2%
Cc1cccn2c(Nc3ccccc3)c(-c3cccs3)nc12 | -1% | nt | nt | -61* | -4% | 12% | nt

Compounds from the list above that contain an aryl methoxy group (2):
SMILES | TbPYK inhibitor | AMA1-RON2 inh | AmpC inh no detg | HCMV antiviral | Sm TGR inh | AmpC detergent | LmPK inhibitor
COc1ccc(NC(=O)CNC(=O)Cn2cnc3sc(C)c(C)c3c2=O)cc1OC | -2% | -11% | -2% | ? | -8% | -8% | -14%
COc1ccccc1NS(=O)(=O)c1cc(NC(=O)c2ccc(NC(C)=O)cc2)ccc1N1CCOCC1 | ? | -2%[11.6 µM] | nt | -8 | nt | nt | nt

The main list resumes; the 3 compounds before the break are reprinted first.
SMILES | TbPYK inhibitor | AMA1-RON2 inh | AmpC inh no detg | HCMV antiviral | Sm TGR inh | AmpC detergent | LmPK inhibitor
Cc1ccc(CCN2CC(C(=O)NCCCN(C)Cc3ccccc3)CC2=O)cc1 (stereo not given) | -5% | 3% | 64%[activator] | -2 | -4% | -6% | 6%
CC1(C)CC(=O)C2=C(C1)NC(=O)CC2c1ccccc1F (stereo not given) | 3% | -6% | -7% | -5 | 14% | ? | 2%
Cc1cccn2c(Nc3ccccc3)c(-c3cccs3)nc12 | -1% | nt | nt | -61* | -4% | 12% | nt
CSCCC(NS(=O)(=O)c1ccccc1F)C(=O)Nc1ccncc1 (stereo not given) | 4% | -6% | -19% | 28 | 4% | ? | nt
C=CC[C@H](CC(=O)NCCO)C(=O)N[C@H](COC(=O)[C@@H](CC=C)CC(=O)OC(C)(C)C)Cc1c[nH]c2ccccc12 | 0% | -6% | 217%[activator] | -26 | nt | nt | nt
COc1ccc(CCn2c(=N)c(C(=O)NCc3ccco3)cc3c(=O)n4ccccc4nc32)cc1 | 0% | 9% | -9% | ? | 0% | 0% | -1%
CCOc1cc(-c2nnc(SCC(=O)NCc3ccc(C)cc3)nc2-c2ccc(OC)c(OCC)c2)ccc1OC | -5% | nt | nt | 18 | 6% | 8% | nt
Cc1ccc(/C=N/NC(=O)Cn2cnc3ccccc32)cc1 | 0% | 18% | -10% | -24 | 14% | -6% | -2%
COc1ccc(N(CN2C(=O)c3ccccc3C2=O)C(=O)COc2ccc(Cl)cc2Cl)cc1 | 4% | -5% | -7% | -27 | -1% | -10% | 3%
Cc1ccc(-c2nn(-c3ccccc3)cc2C(=O)NCCCN2CCCC2=O)cc1 | -8% | 10% | 183%[activator] | 0 | -2% | ? | nt
COc1ccc(/C=C/c2nnc(NC(=O)COc3ccccc3)s2)cc1 | -2% | 22% | -9% | 25 | 5% | ? | 4%
COc1ccc(-c2nc3c4ccccc4n(CC(=O)N4CCN(c5ccccc5OC)CC4)c(=O)n3n2)cc1 | -4% | nt | nt | 21 | 7% | 2% | nt
CSc1ccc(CNC(=O)c2cc3c(=O)n(Cc4ccco4)ccc3nc2C)cc1 | -12% | nt | nt | -28 | 45µM* | 4% | nt
Cc1nn(Cc2c(Cl)cccc2Cl)c(C)c1NC(=O)CCCn1nc(C)c([N+](=O)[O-])c1C | 1% | -5% | 53% | 5 | -6% | ? | -2%
CCCCC(=NCCO)C1=C(O)C(C(=O)OC)C(C)(C)CC1=O (stereo not given) | -14% | 8% | 0% | 5 | -17% | 0% | -6%
Cc1ccc(C)c(NC(=O)C2C3C=CC(O3)C2C(=O)O)c1 (stereo not given) | -15% | 3% | -16% | -9 | 45µM* | 0% | 4%
Cc1cc(C)cc(N(CC(=O)NCC2CCCO2)S(=O)(=O)c2c(C)noc2C)c1 (stereo not given) | -5% | 0% | 66%[activator] | 27 | 3% | 2% | 2%
Cc1cc(C(=O)NCCN2CCOCC2)c2ccccc2n1 | -6% | 3% | -21% | -1 | nt | nt | nt

A portion of the results above:
SMILES | TbPYK inhibitor | AMA1-RON2 inh | AmpC inh no detg | HCMV antiviral | Sm TGR inh | AmpC detergent | LmPK inhibitor
CSCCC(NS(=O)(=O)c1ccccc1F)C(=O)Nc1ccncc1 (stereo not given) | 4% | -6% | -19% | 28 | 4% | ? | nt
C=CC[C@H](CC(=O)NCCO)C(=O)N[C@H](COC(=O)[C@@H](CC=C)CC(=O)OC(C)(C)C)Cc1c[nH]c2ccccc12 | 0% | -6% | 217%[activator] | -26 | nt | nt | nt
COc1ccc(CCn2c(=N)c(C(=O)NCc3ccco3)cc3c(=O)n4ccccc4nc32)cc1 | 0% | 9% | -9% | ? | 0% | 0% | -1%

Next results
SMILES | TbPYK inhibitor | AMA1-RON2 inh | AmpC inh no detg | HCMV antiviral | Sm TGR inh | AmpC detergent | LmPK inhibitor
CC(C)C(=O)Nc1ncc(Cc2ccc(Cl)cc2)s1 | 1% | -16% | 33% | -30 | 10% | 1% | -2%
CNC(=O)c1ccc(NC(=O)c2cccc(C(F)(F)F)c2)cc1 | 4% | -12% | -15% | -23 | 11% | -15% | -4%
CN1C(=O)C(CC(=O)Nc2ccccc2)S/C1=N/c1nccs1 (stereo not given) | 4% | 5% | -10% | -33 | 16% | 11% | 11%
N#CCC(=O)Nc1ccc(C(=O)OCC(=O)c2c[nH]c3ccccc23)cc1 | -11% | 2% | -41% | 55 | nt | nt | nt
CN(C(=O)COc1ccc(C(C)(C)C)cc1)C1CCS(=O)(=O)C1 (stereo not given) | -4% | 13% | ? | 20 | 4% | 2% | 8%
COc1ccc(C[C@@H]2CN3C(=NC[C@@H]3Cc3ccc(O)cc3)N2C[C@H](C)NC(=O)CCC2CCCCC2)cc1 | -1% | 24% | 31% | nt | ? | -4% | 0%
CC/C(=C(\c1ccc(O)cc1)c1ccc(OCCN(C)C)cc1)c1ccccc1 | -11% | ? | 183%[activator] | -67* | 2% | -4% | 0%
COc1cccc(Cn2cnc(-c3ccccc3OC)c2-c2cc(C)cc(C)c2)c1 | -1% | -22% | nt | -7 | nt | nt | nt
Cc1nnc2ccc(N3CCN(c4cccc(C(F)(F)F)c4)CC3)nn12 | 1% | ? | 91%[activator] | 31 | -4% | -15% | -3%
O=C(O)c1ccccc1-c1ccccc1C(=O)NCCc1ccccc1 | -5% | -3% | -29% | 11 | -6% | -4% | 4%
Cn1c(SCC(=O)c2ccccc2)nnc1-c1cnccn1 | ? | 0% | -17% | 61 | -7% | -11% | -10%
CCCCc1ccc(NC(=S)NCC2CCCO2)cc1 (stereo not given) | -5% | ? | -16% | -11 | -14% | ? | 0%
CC(=O)NC1CCC(=O)C=C1c1ccccc1 (stereo not given) | -4% | -3% | nt | -33 | nt | nt | nt
Cn1c(CN2CCCC2)nc2cc(NC(=O)COc3ccccc3)ccc21 | 2% | 8% | 3% | 7 | 2% | 1% | 0%
CCOc1ccccc1C(=O)Nc1cc2c(cc1N1CCOCC1)n(C)c(=O)n2C | -5% | nt | nt | -112* | -8% | -6% | nt
O=C1OC(c2cccc([N+](=O)[O-])c2)C2(CCCC2)C(=O)C12CCCCC2 (stereo not given) | -1% | -27% | -16% | 11 | 0% | ? | 2%
CC1(c2cccc(Br)c2)NC(=O)N(CC(=O)Nc2ccc3c(c2)OCO3)C1=O (stereo not given) | 6% | -3% | -9% | 8 | 5% | -2% | nt
COCCN1Cc2cccc(C(=O)NC(C)CCc3ccco3)c2C1=O (stereo not given) | -10% | ? | 3% | 10 | ? | -3% | 10%

Only TbPYK inhibitor, LmPK inhibitor and AmpC detergent, for four of the compounds above:
SMILES | TbPYK inhibitor | LmPK inhibitor | AmpC detergent
CC/C(=C(\c1ccc(O)cc1)c1ccc(OCCN(C)C)cc1)c1ccccc1 | -11% | 0% | -4%
CCCCc1ccc(NC(=S)NCC2CCCO2)cc1 (stereo not given) | -5% | 0% | ?
N#CCC(=O)Nc1ccc(C(=O)OCC(=O)c2c[nH]c3ccccc23)cc1 | -11% | nt | nt
CNC(=O)c1ccc(NC(=O)c2cccc(C(F)(F)F)c2)cc1 | 4% | -4% | -15%
